Screening results (PubChem)
Yfh1-off respiration: enhancers of respiration in Yfh1-depleted yeast, dose response, Friedreich's ataxia, plus single-dose screen (AID 1465) | 220,000 compounds, 0.074% hits | S. cerevisiae Yfh1-off respiration, WST-1 reduction, 72 h; higher fold induction means a stronger effect | fold induction at 50 µM, or EC50 in µM where a hit was titrated;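 active = fold induction of absorbance versus untreated yeast above a set limit, then at least 30% activation at any dose in follow-up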;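 note: activators that raise dye reduction in frataxin-depleted yeast; strong numbers were not always called active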
M17LAP inhibition: P. falciparum M17LAP inhibitors, primary screen, biochemical, fluorogenic H-Leu-NHMec substrate, 1536-well (AID 1619) | recombinant M17LAP, H-Leu-NHMec fluorogenic kinetic assay; higher % means a stronger effect | inhibition, % at 30 µM, or IC50 in µM where a hit was titrated | 220,000 compounds, 0.38% hits;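 active = compound inhibiting the enzyme by more than half at any dose during confirmatory dose-response retesting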;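 note: plate controls were full reaction with DMSO carrier for no effect and no enzyme background for full effect; strong numbers were not always called active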
XIAP displacement: small molecules displacing peptide from XIAP – biochemical, IAP family, fluorescence polarization (AID 1018). XIAP BIR domain, fluorescence polarization peptide displacement; higher % means a stronger effect. displacement, % at 20 µM; hits with a dose series show IC50 in µM. 200,000 compounds, 0.007% hits; in the data active = displacement above about 50%; note: a part of the inactive calls stands beside numbers as strong as those of hits
WT yeast gro inh: growth inhibition of WT yeast, mitochondrial fusion screen; mitochondrial fusion phenotypic screen, WT strain; inhibition, % at 10 µM; 190,000 compounds, 2.1% hits; AID 1362; in the data active = inhibition above about 58%; tested in S. cerevisiae
LYP phosphatase: inhibitors of LYP phosphatase, biochemical, fluorescence intensity, uHTS (AID 1779) | recombinant LYP phosphatase, fluorescence intensity; higher % means a stronger effect | 290,000 compounds, 0.054% hits | one-dose inhibition, % at 11.5 µM; IC50 in µM for titrated hits;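 note: plate controls were vehicle with enzyme for no effect and no enzyme for full effect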
human PMI inhibitors: MPI inhibition at elevated mannose 6-phosphate – biochemical, fluorescence intensity, high mannose 6-phosphate, primary screen (AID 1220); recombinant PMI enzyme, coupled fluorescence intensity; higher % means a stronger effect; one-dose inhibition, % at 20 µM; IC50 in µM for titrated hits; 190,000 compounds, 0.66% hits
TNAP activators: human TNAP enzyme activators, primary screen, biochemical, luminescent, no phosphate acceptor, uHTS (AID 1001) | purified TNAP, luminescent activation assay, no phosphate acceptor; higher activation fold means a stronger effect | activation fold at 20 µM, or EC50 in µM where a hit was titrated | 200,000 compounds, 0.03% hits; in the data active = activation fold from about 3, or a potency from the dose series; inactive = the rest, 99 in 100 with activation fold below about 1.6; note: many of its hits are not listed in these tables
PMI inhibitors: inhibitors of human PMI, primary screen, biochemical, fluorescence intensity, coupled assay (AID 1209); inhibition, % at 20 µM; hits with a dose series show IC50 in µM; purified PMI enzyme, coupled fluorescence intensity; higher % means a stronger effect; 190,000 compounds, 0.42% hits;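 note: plate controls were DMSO vehicle for no effect and wells lacking substrate for full effect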
M1AAP inhibition: P. falciparum M1AAP inhibitors, biochemical, fluorogenic H-Leu-NHMec substrate, 1536-well (AID 1445); 220,000 compounds, 0.42% hits; inhibition, % at 30 µM; hits with a dose series show IC50 in µM; recombinant M1AAP, H-Leu-NHMec fluorogenic kinetic assay; higher % means a stronger effect;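 active = primary inhibition above the hit cutoff, then over 50% inhibition at one or more dose response concentrations, cut at about 23% in these data, passing the limit was not always enough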;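 note: plate controls were DMSO full reaction for no effect and no enzyme background for full effect; strong numbers were not always called active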
WT yeast gro inh mutant strain: second read-out of WT yeast gro inh, no call of its own (marks repeat the call); inhibition, %; mitochondrial fusion phenotypic screen, mutant strain inhibition
An asterisk follows results filed as active; i = inactive; x = no result given. Cut-off read from the data, not from the text of the source, unless noted: active = inhibition above about 50%; inactive = the rest. Hits appear at their usual frequency. Share with any hit: about 3.7%.

SMILES	Yfh1-off respiration	M17LAP inhibition	XIAP displacement	WT yeast gro inh	WT yeast gro inh mutant strain	LYP phosphatase	human PMI inhibitors	TNAP activators	PMI inhibitors	M1AAP inhibition
Cc1ccc(S(=O)(=O)/C(C#N)=C/c2c(N3CCCCC3)nc3ccccn3c2=O)cc1	i	0%	x	x	x	7%	x	x	x	1%
CCOC(=O)Cc1csc(NC(=O)CC)n1	i	0%	-5.3%	-4	-29	0%	4%	1	-10%	7%
CCOC(=O)CC(=O)CSc1nc2c(cc1C#N)CCCCC2	i	-18%	-4.1%	14	16	-6%	-47%	1.1	-41%	20%
CCCCN1CC(O)=C(c2nc3ccccc3s2)C1=N	i	1%	0.4%	9	-3	-4%	-6%	1.2	-4%	-1%
Cc1cc(/C=N/NC(=O)c2cccs2)c(C)n1-c1ccccc1	i	-1%	-1.4%	11	6	0%	2%	1.1	3%	16%
CCN(CC)CCN(C(=O)Cn1nnc(-c2ccc(C)o2)n1)C(C(=O)NC(C)(C)C)c1cccs1 (stereo not given)	i	0%	-1.6%	-16	16	-8%	0%	1.2	8%	5%
COc1cc(NC(=O)c2ccco2)c(C(=O)OCC(=O)Nc2ncc(Cl)cc2Cl)cc1OC	i	12%	-6.1%	-12	-1	-5%	-2%	1.1	3%	1%
CN(C)S(=O)(=O)N1CCC(Cc2ccccc2)CC1	i	-4%	-3.1%	10	-2	-5%	4%	1.1	-4%	0%
CCC(Sc1nc2ccccc2c(=O)n1CCN1CCOCC1)C(=O)NCc1cccnc1 (stereo not given)	i	1%	-0.3%	11	15	-5%	10%	1.1	13%	-3%
COc1cc(C(=O)N2CCN(c3ccccc3)CC2)c([N+](=O)[O-])cc1OC	i	2%	-3.0%	-5	-11	-3%	12%	1	9%	7%
COc1ccc(/C=N/N2CCN(c3ccncc3S(=O)(=O)N3CCCCC3)CC2)cc1	i	0%	-6.2%	-4	-1	-1%	12%	1	20%	-3%
CN(C)c1ccc(CN2CCCC(O)C2)cc1 (stereo not given)	i	6%	-3.8%	0	4	-3%	2%	1.1	-4%	-4%
Nc1nc(SCc2nc(-c3ccccc3)no2)[nH]c(=O)c1-c1ccccc1	i	7.2µM*	-3.4%	3	1	-5%	8%	0.8	10%	1%
COCCN1CN=C(Nc2nc(C)c3ccc(C)cc3n2)NC1	x	x	-18%	x	x	-6%	11%	1.1	9%	x
Cc1ccc(-c2nc(CN(Cc3cnn(C)c3)C(C)C)c(C)o2)o1	i	5%	-3.7%	10	10	0%	2%	1	-1%	0%
Cc1cccc(OCCNC(=O)c2ncn[nH]2)c1	i	9%	-7.3%	10	-7	-4%	-5%	1.2	-2%	5%
COc1ccc(C)cc1N(CC(=O)NC1CCCC1)C(=O)CCC(=O)Nc1cc(C)on1	i	1%	-4.0%	10	29	-1%	2%	1.1	2%	0%
O=C(O)C1C2CCC(O2)C1C(=O)Nc1ccc(F)cc1 (stereo not given)	i	-7%	-7.1%	-5	8	-2%	-4%	1.1	-5%	-1%
COc1ccc(-c2cc(-c3ccc(OC)c(OC)c3)n[nH]2)c(O)c1	i	4%	-6.9%	55	32	-5%	-9%	1.3	-10%	2%
Cc1ccc2c(c1)N(CCCC(=O)NCC1COc3ccccc3O1)C(=O)CO2 (stereo not given)	i	5%	0.5%	19	-5	1%	1%	1.1	0%	0%
Cc1cc(Br)ccc1OCCCCNCCO	i	11%	2.3%	6	21	-2%	-12%	1.1	-5%	0%
CCOC(=O)CC1(c2ccc(OC)c(OC)c2)C(=O)c2ccccc2C1=O	i	4%	x	x	x	-6%	x	x	x	2%
Nc1c(C(=O)c2ccc(Br)s2)oc2ccccc12	i	8%	-5.1%	17	5	5%	0%	0.9	6%	17%
CC(=O)c1ccc(NC(=S)NC(C)CCc2ccccc2)cc1 (stereo not given)	i	-1%	-1.2%	35	17	0%	3%	1.1	12%	4%
COc1ccc2oc(C(F)(F)C(F)(F)F)cc(=O)c2c1	x	-6%	-2.8%	7	4	-6%	4%	1.1	6%	-4%
Cc1ccc(NC(=O)C(=Cc2ccc(C(=O)O)cc2)C(=O)Nc2ccc(C)cc2C)c(C)c1	i	2%	x	x	x	-2%	x	x	x	1%
CCC(c1nc2ccccc2c(=O)n1CCCn1ccnc1)N1C(=O)c2ccccc2C1=O (stereo not given)	i	5%	-3.2%	17	-3	-3%	3%	0.9	2%	8%
CNc1nnc(-c2ccc(C)cc2)c2ccccc12	i	17%	-16%	-8	-6	-8%	13%	1	8%	10%
COC(=O)c1ccc(SCC(=O)NC2CCCC2)c([N+](=O)[O-])c1	i	-11%	-5.6%	-18	1	-2%	3%	1	8%	3%
CCCN(CCC)C1=CC(=[N+]2CCCC2)CC(C)(C)C1	i	27%	-0.3%	-6	-7	1%	7%	1	-4%	14%
Fc1ccccc1/C=C1\CCCC2=C1Nc1ncnn1C2c1ccccc1F (stereo not given)	i	10%	-6.4%	17	-4	-10%	-9%	1.2	6%	3%
Cc1cccc(-n2c(=O)c(C#N)cc3c(=O)n4ccccc4nc32)c1	i	-11%	-4.2%	9	17	-41%	-2%	1.2	-6%	3%
CCOC(=O)Cc1csc(NC(=O)C2C3C=CC(C3)C2C(=O)O)n1 (stereo not given)	i	13%	-4.4%	0	-3	-1%	8%	1.1	4%	0%
Cc1ccc(-c2nc3ncccn3c2NC(=O)C2CC2)cc1	i	-221%	-1.8%	10	0	-7%	-4%	1.1	-1%	9%
O=C(Nc1ccc(Cl)c(Cl)c1)Nc1cc(C(=O)NC2CC2)ccc1Cl	i	-2%	-2.9%	8	11	0%	19%	1	26%	0%
COc1ccc(NC(=O)/C(N=Nc2cc(S(=O)(=O)Nc3ccc(OC)cc3)ccc2OC)=C(\C)O)cc1	i	-4%	-4.9%	-13	0	-2%	-1%	1	-3%	-1%
O=C(OCC(=O)N1c2ccccc2Sc2ccccc21)C1CC(=O)N(Cc2ccco2)C1 (stereo not given)	i	7%	-1.6%	1	23	4%	-7%	1	-7%	14%
O=C(CSc1ccc2nnc(-c3cccnc3)n2n1)NCc1ccc2c(c1)OCO2	i	-4%	1.6%	-23	-2	4%	-24%	1.1	-8%	7%
COc1ccc(CCNCC(=O)Nc2ccccc2C(F)(F)F)cc1	i	6%	-4.2%	-2	11	-1%	-10%	1	-21%	2%
CCOC(=O)N1CCC(Nc2c(NCCCN(CC)c3cccc(C)c3)c(=O)c2=O)CC1	i	5%	-2.5%	2	3	-6%	21%	1.2	9%	3%
O=C(Nc1nnc(SCC(=O)N2CCCCC2)s1)c1cccs1	i	30µM*	0.2%	-51	-49	4%	-4%	1.1	2%	10%
COc1ccccc1CNCc1cc(OC)c(OC)c(OC)c1	i	5%	-5.8%	8	2	-7%	-13%	1.1	-8%	-1%
C/C(=N\NC(=O)c1ccco1)c1ccc(NC(=O)c2ccccc2)cc1	i	9%	-5.3%	-15	-17	0%	1%	1.2	0%	10%
O=C(Nc1ccc(O)c2c(=O)cc(-c3ccccc3Cl)oc12)c1ccc(Cl)c(Cl)c1	i	6%	x	x	x	-4%	x	x	x	9%
COc1ccc(/C=N/NC(=O)c2cccc(COCC(F)(F)C(F)F)c2)cc1	i	1%	-7.9%	-5	-5	-1%	2%	1.1	14%	5%
O=C(CCC(=O)N1CCN(S(=O)(=O)c2ccc(Cl)cc2)CC1)Nc1ccc2ccccc2c1	i	-4%	-3.5%	-20	6	0%	24%	1.1	34%	10%
Cn1c(=O)n(CC(N)=O)c2ccccc21	i	-5%	-10%	3	7	-4%	6%	1	7%	0%
CNC(=O)N/N=C(\N)c1ccccn1	i	1%	x	x	x	-12%	x	x	x	7%
O=C(Nn1cnnc1)C1CCCN1S(=O)(=O)c1ccc(F)cc1 (stereo not given)	i	9%	0.1%	-14	-6	-7%	8%	1.1	-3%	0%
CCC(CC)c1nnc(NC(=O)CCNC(=O)c2ccccc2Cl)s1	i	-3%	-10%	8	12	-7%	-6%	1	-9%	-1%

Two neighbouring records from above, for reference:
SMILES	Yfh1-off respiration	M17LAP inhibition	XIAP displacement	WT yeast gro inh	WT yeast gro inh mutant strain	LYP phosphatase	human PMI inhibitors	TNAP activators	PMI inhibitors	M1AAP inhibition
O=C(Nn1cnnc1)C1CCCN1S(=O)(=O)c1ccc(F)cc1 (stereo not given)	i	9%	0.1%	-14	-6	-7%	8%	1.1	-3%	0%
CCC(CC)c1nnc(NC(=O)CCNC(=O)c2ccccc2Cl)s1	i	-3%	-10%	8	12	-7%	-6%	1	-9%	-1%

Additional entries
SMILES	Yfh1-off respiration	M17LAP inhibition	XIAP displacement	WT yeast gro inh	WT yeast gro inh mutant strain	LYP phosphatase	human PMI inhibitors	TNAP activators	PMI inhibitors	M1AAP inhibition
Cc1cc(C(F)(F)F)n(-c2ccc(N)cc2)n1	i	13%	-1.3%	-9	0	-5%	-5%	1.1	-5%	0%
NC(=O)c1ccccc1NC(=O)CCCN1C(=O)CCC1=O	i	3%	-3.0%	25	0	-3%	8%	1.1	9%	-2%
CN(CC(=O)Nc1ccc(C#N)cc1)Cc1ccc(Cl)cc1Cl	i	8%	-6.2%	30	16	-3%	1%	1.1	4%	3%
CC(C)n1c(=S)[nH]c2ccccc2c1=O	i	11%	-0.3%	43	12	-6%	-4%	1.1	7%	2%
COc1ccc(CC(NC(C)=O)C(=O)NC2CCN(c3nc(C)cc(C)c3C#N)CC2)c(OC)c1 (stereo not given)	i	7%	-4.6%	-18	9	-5%	12%	1.1	8%	12%
Cc1ccc(S(=O)(=O)Nc2cccc(-c3ccc4nnc(C)n4n3)c2)s1	i	-1%	-4.8%	-6	3	-4%	-7%	1.1	-10%	7%
CCCSC1=N/C(=C\c2ccc3c(c2)OCO3)C(=O)S1	i	19%	-1.4%	-2	6	10%	8%	1	15%	4%
CC(C)C(CO)NC(=O)CC(=O)NC(CO)C(C)C (stereo not given)	i	0%	-9.0%	8	-7	-7%	-1%	1	10%	-2%
Nc1ccccc1-c1nnc(-c2ccccc2N)n1N	i	4%	-4.6%	-24	1	-5%	7%	1	-5%	3%
Cc1cc2nc(CO)[nH]c2cc1C	i	3%	x	x	x	4%	x	x	x	4%
CC(=O)c1sc(NC(=O)c2cccc(C)c2)nc1C	i	8%	-5.1%	28	-1	0%	-6%	1.1	-1%	-2%
O=S(=O)(N/N=C/c1ccc(F)cc1)c1ccccc1	i	-1%	-10%	8	13	-6%	5%	1.1	8%	3%
CCCNS(=O)(=O)c1ccc(OCC(=O)OC)cc1	i	-11%	-2.7%	1	1	-9%	0%	1.1	-7%	-1%
COC(=O)C1=C(CSc2nncn2C)NC(=O)NC1c1ccc(F)cc1 (stereo not given)	i	12%	-2.2%	4	0	-12%	-19%	0.9	-27%	1%
